A3A deaminase = inhibitors of human APOBEC3A DNA deaminase | P31941 | recombinant A3A, FAM/TAMRA ssDNA deamination fluorescence | inhibition, % at 20 µM | actives 0.41% (n = 330,000);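 active = at least 40% inhibition at 20 µM here, with at most 30% in a related deaminase screen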;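 also: plate controls were A3A with DMSO for no effect and wells lacking A3A enzyme for full effect; some results filed as inactive read as strong as hits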
Target sequence (P31941 whole entry, looked up): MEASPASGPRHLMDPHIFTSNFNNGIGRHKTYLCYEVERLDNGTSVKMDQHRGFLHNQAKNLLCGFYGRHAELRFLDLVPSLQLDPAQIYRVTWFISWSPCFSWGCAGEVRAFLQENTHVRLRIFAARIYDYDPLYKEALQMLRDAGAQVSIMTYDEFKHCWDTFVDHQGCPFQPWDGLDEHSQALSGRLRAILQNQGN
A3G deaminase = blocks human APOBEC3G single-stranded DNA deamination. inhibition, % at 20 µM. Q9HC16. recombinant A3G, ssDNA deamination FAM/TAMRA fluorescence. actives 0.28% (n = 330,000). AID 493012;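 active = inhibition of at least 40% at 20 µM, with no more than 30% in the related APOBEC3A deaminase screen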;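 also: plate controls were DMSO wells with A3G for no effect and wells lacking A3G enzyme for full effect; some compounds called inactive have numbers as strong as hits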
Target sequence (Q9HC16 whole entry, looked up): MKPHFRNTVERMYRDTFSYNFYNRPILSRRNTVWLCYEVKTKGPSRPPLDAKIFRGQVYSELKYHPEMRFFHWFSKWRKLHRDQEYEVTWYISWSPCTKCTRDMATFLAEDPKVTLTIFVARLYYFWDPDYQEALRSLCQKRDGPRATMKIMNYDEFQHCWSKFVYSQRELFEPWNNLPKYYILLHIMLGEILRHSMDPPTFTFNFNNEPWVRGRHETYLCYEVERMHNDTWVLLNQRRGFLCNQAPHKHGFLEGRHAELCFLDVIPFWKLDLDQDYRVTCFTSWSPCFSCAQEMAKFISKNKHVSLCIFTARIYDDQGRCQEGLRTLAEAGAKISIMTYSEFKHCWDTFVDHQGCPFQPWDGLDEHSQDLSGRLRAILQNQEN
tim10-1 inh = tim10-1 yeast growth inhibition; S. cerevisiae tim10-1 ts strain growth, BacTiter-Glo, 24 h; inhibition, % at 20 µM; actives 2.2% (n = 330,000); AID 463190;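 active = inhibition of at least 40%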;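 also: mutant grown at 25 °C; 0% = DMSO wells with yeast and 100% = wells holding no yeast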
mIAP block = blocks mouse intestinal alkaline phosphatase | inhibition, % at 10 µM | actives 0.2% (n = 330,000) | purified mouse IAP, CDP-Star luminescence, 30 min;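 active = inhibition of at least 40% at 10 µM in the primary screen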;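 also: plate controls were DMSO with enzyme for no effect and no enzyme wells for full effect; values of inactives mirror those of a sister screen read the other way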
TIM10 inh = growth inhibitors of TIM10 yeast strain. S. cerevisiae TIM10 strain growth, BacTiter-Glo luminescence, 24 h. inhibition, % at 10 µM. actives 1.4% (n = 330,000). AID 463195;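 active = inhibition of 40% or more at the single tested concentration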;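 also: wild-type TIM10 isogenic control strain grown at permissive 25 °C; 0% = DMSO yeast wells and 100% = minimal medium wells without yeast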
hIAP inh = human IAP inhibition. inhibition, % at 10 µM. P09923. actives 0.12% (n = 330,000). purified IAP, CDP-Star luminescence, 30 min. AID 2544;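 active = inhibition reaching a set limit with compound at 10 µM in the primary screen, cut at about 35% in these data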;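 also: plate controls were DMSO wells with enzyme for no effect and no-enzyme buffer wells for full effect; values of inactives mirror those of a sister screen read the other way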
mIAP activ = increases mouse intestinal alkaline phosphatase activity | AID 2805 | activation factor at 10 µM | actives 0.24% (n = 330,000) | muIAP, CDP-Star luminescence, 30 min; active compounds read high; 1 = vehicle-only enzyme signal, 0 = enzyme-free wells;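 active = activation factor of at least 2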; also: the source names both 10 and 20 µM as test concentration; values of inactives mirror those of a sister screen read the other way
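System: mouse IAP enzyme. Reagent: CDP-Star chemiluminescent phosphatase substrate. Benchmarks: DMSO wells, no-enzyme wells. Times: 30 min enzyme-substrate-compound incubation at room temperature. Detection: luminescence from enzymatic CDP-Star hydrolysis. Doses: test compounds delivered from DMSO solution.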
NALP3 yeast inh = blocks the NALP3 inflammasome reconstituted in yeast. Yeast reconstituted NLRP3/ASC/caspase-1, beta-gal luminescence, 24 h. inhibition, % at 10 µM. actives 0.39% (n = 330,000). AID 2825;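 active = inhibition of 50% or more; inactive = inhibition below 50%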;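 also: plate controls were induced DMSO wells for no effect and uninduced yeast grown without galactose for full effect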
beta cell repl = MIN6 beta-cell proliferation induction. MIN6 cells proliferation, ATPlite luminescence, 48 h; cells starved in 0.2% serum; 100% = growth in 10% serum. proliferation, % at 10 µM. actives 0.29% (n = 330,000);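 active = compounds whose signal lies at least 3.5 SD above the mean of all wells on their plate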;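 also: 0% = DMSO-treated cells in low-serum medium and 100% = 10% serum control; some compounds called inactive have numbers as strong as hits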
* hit, by the source's call.

The line under a structure holds: tim10-1 inh	TIM10 inh	A3G deaminase	beta cell repl	A3A deaminase	hIAP inh	NALP3 yeast inh	mIAP activ	mIAP block
- C/C(=N\NC(=O)CCCCCNC(=O)c1ccccc1)c1ccccc1O
  1	6	-8	-3	-4	-36	-8	0.91	9
- Nc1ccc(C(=O)O)cc1[N+](=O)[O-]
  3	7	-7	-2	-1	5	-3	0.93	7
- Oc1cc2ccccc2cc1-c1nnc2n1-c1ccccc1SC2
  11	15	-6	-4	-4	-5	14	0.96	4
- CC(=O)c1cc(CC=C(C)C)c(O)cc1O
  13	-16	-5	0	-3	-1	33	1.1	-13
- C/C(=N\Nc1ccc(S(=O)(=O)N2CCCCC2)cn1)c1ccc(O)cc1
  26	39	-1	-4	-2	-4	2	1.1	-11
- Cc1cc(-c2cccc([N+](=O)[O-])c2)nc2ccc3ccccc3c12
  12	-3	-3	0	3	6	-9	0.96	4
- CCCCCCCCN1[C@@H](CC(=O)OCC)c2cc(F)ccc2S1(=O)=O
  13	-7	-13	-5	-4	-8	1	1.1	-12
- CC(=O)NCCOC(=O)c1nn(Cc2ccccc2)c(=O)c2ccccc12
  7	12	-6	-1	-4	-2	10	0.97	3
- Cc1cc(C)cc(N=Cc2c(O)c3ccccc3oc2=O)c1
  8	9	-1	-1	0	10	1	0.99	1
- CCCOc1cccc(C(=O)NCCCNC(=O)c2ccccn2)c1
  -8	-8	-6	-3	2	-36	13	1	-2
- Cc1cc(=O)[nH]c(N=N/C(=N/Nc2ccc(O)cc2)c2ccccc2)n1
  50*	13	5	-8	3	-16	31	0.79	21
- COC1(NS(=O)(=O)c2ccc(Br)cc2)C(C)=CC(=O)C=C1C
  12	4	-4	0	2	-6	12	0.99	1
- OCCN1CCN(Cc2cccc(Oc3ccc(Cl)cc3)c2)CC1
  -4	14	-7	-1	0	5	24	1.1	-10
- Cc1ccc(N2C(=O)NC3(CCCCC3)C2=O)cc1
  18	-21	-4	-2	-3	8	12	1.1	-10
- Cc1oc2c(CN(C)C)c(O)ccc2c(=O)c1-c1ccc2ccccc2n1
  11	-4	3	-4	-3	0	-6	1.1	-9
- O=c1[nH][nH]c(=O)c2cc([N+](=O)[O-])ccc12
  -7	3	-9	0	-2	13	11	1.1	-5
- O=c1c2ccccc2nc(N/N=C/c2ccccc2)n1O
  12	-3	6	-5	-4	-16	-3	1.1	-6
- CC(=O)Nc1cccc(C(=O)OC(C)C(=O)N2CCc3ccccc32)c1 (stereo not drawn)
  -17	-3	-6	-2	0	-5	18	1	0
- COc1ccccc1N1CCN(Cc2nnnn2CCc2ccccc2)CC1
  21	5	-5	-2	2	-2	11	1	-2
- O=C(c1ccccc1)c1cc(F)c(N2CCOCC2)cc1Cl
  -11	-4	-6	0	-3	-8	41	0.96	4
- CCC(C)NS(=O)(=O)c1ccc(OCC(=O)Nc2ccc(F)cc2F)cc1 (stereo not drawn)
  20	10	-6	-3	0	-16	-3	1	-2
- COc1cc(NC(=O)c2ccccc2)c(OC)cc1NC(=O)Cc1ccc(Br)cc1
  1	-6	-5	-3	-1	4	21	0.96	4
- CCn1c(=O)c2sccc2n(Cc2ccc(C)cc2)c1=O
  16	3	3	1	-5	-22	27	0.97	3
- CCN(CC(=O)NCCc1ccc(S(N)(=O)=O)cc1)Cc1nc2ccccc2c(=O)[nH]1
  11	-12	1	-3	2	-72	3	0.99	1
- CCOC(=O)c1cc(NC(=O)Nc2cc(C)ccn2)c(C)nc1C
  20	9	-7	-2	-1	-5	13	0.97	3
- Cc1cc(N)n(-c2ccccc2)n1
  -1	-4	-8	-2	-4	-7	-4	0.97	3
- COc1ccc([C@@H]2[C@@H]3C(=O)N(C(C)(C)C)C(=O)[C@@H]3[C@]3(C)C(=O)N(c4cccc(C)c4)C(=O)N23)cc1
  -7	9	-7	-1	-3	-3	13	1.1	-8
- Cc1ccc(C)c(-c2csc(NC(=O)c3c(C)noc3C)n2)c1
  4	6	-5	-2	-1	-3	-5	0.92	8
- Nc1nonc1-c1noc(CCCOc2ccc(Cl)cc2Cl)n1
  17	-12	-12	0	-4	-8	36	0.86	14
- CC(C)(C)C(=O)NNC(=O)c1cnccn1
  -2	-6	0	-4	5	-27	14	0.97	3
- O=C(CN1C(=O)c2ccccc2C1=O)Nc1ccccc1N1CCOCC1
  -5	-3	-3	1	-2	9	-5	1	-4
- CCN(C(=O)c1cc2c(=O)n3ccccc3nc2n1C)C1CCCCC1
  27	8	13	-2	2	11	16	1	-3
- COc1ccccc1-c1nc(SCc2ccccn2)n[nH]1
  15	9	-3	3	0	13	18	0.9	10
- O=C(CNS(=O)(=O)c1cccs1)NCc1ccc(F)cc1
  2	-9	-4	1	3	0	17	1	-4
- CC(C)CC(C(=O)NCc1ccccn1)N1C(=O)c2ccccc2C1=O (stereo not drawn)
  13	-1	-5	0	-1	-7	14	1	-4
- COc1cc(OC)c(C2CC(=O)N3CN(c4ccccc4)CSC3=C2C#N)cc1OC (stereo not drawn)
  5	-1	25	1	-4	4	7	0.9	10
- C[C@H]1CN([C@@H](C)CO)C(=O)Cc2cc(NS(=O)(=O)c3cn(C)cn3)ccc2O[C@@H]1CN(C)C(=O)Nc1ccc(F)cc1
  2	2	-7	-3	3	-4	16	0.96	4
- CS(=O)(=O)NCCOc1ccc(S(=O)(=O)N2CCCc3ccccc32)cc1
  15	14	4	-3	1	7	-5	1.1	-9
- COc1ccc(/C=N/N=C2/NC(=O)C(CC(=O)O)S2)cc1OCc1ccc(Cl)cc1 (stereo not drawn)
  -4	0	-5	-2	1	1	7	1.1	-7
- COc1ccc(C(CNC(=O)CNC(=O)c2ccc(F)cc2)N2CCCC2)cc1 (stereo not drawn)
  -21	4	-1	3	2	19	20	1	-2
- Cc1ccc(Cl)cc1NC(=O)CC1NCCNC1=O (stereo not drawn)
  13	11	-3	-4	-1	-13	24	0.95	5
- CN1c2cccc3cccc(c23)N(C)C1(C)C
  19	13	2	-1	-1	18	18	0.98	2
- Cc1ccc(-c2[nH]nc3c2C(c2ccsc2)C(C#N)=C(N)O3)cc1 (stereo not drawn)
  18	18	3	-1	-1	-3	10	0.92	8
- CCO[C@@H]1OC(C(N)=O)=C[C@H](c2cn(C(C)=O)c3ccccc23)[C@H]1CCCO
  4	7	-6	-1	-2	9	-5	1	-1
- COc1ccccc1N1CCN(S(=O)(=O)c2cccs2)CC1
  15	-11	-5	0	-2	0	18	0.92	8
- COc1cccc(C(C(=O)NC2CCCC2)N(Cc2ccco2)C(=O)c2ccco2)c1OC (stereo not drawn)
  21	11	-4	-3	-3	2	-3	0.94	6
- COc1ccc(Cl)cc1C(=O)NNC(=O)COC(=O)c1ccc(Br)o1
  6	-3	-4	-1	-2	-18	6	0.73	27
- CC(C(=O)Nc1ccc(F)c(F)c1F)N(C)Cc1cccs1 (stereo not drawn)
  18	3	2	-4	-3	-18	3	0.99	1
- O=C(Nc1cc(S(=O)(=O)N2CCOCC2)ccc1N1CCOCC1)c1ccccc1F
  11	12	-4	-4	1	1	12	0.99	1
- Cc1ccc(-n2c(C)nnc2SCC(=O)Nc2ccccc2)cc1
  20	19	1	-1	0	7	8	1	0
- Cc1cc(OC(F)F)ccc1NC(=S)NCCc1ccccc1
  48*	28	4	-6	-3	0	33	1.1	-10
- CCC(C(=O)Nc1c2c(nn1C(C)(C)C)CS(=O)(=O)C2)c1ccccc1 (stereo not drawn)
  -13	-5	-8	2	-6	-10	11	0.99	1
- O=C(Cn1nc(-c2ccc3c(c2)OCCO3)ccc1=O)Nc1ccc(N2CCOCC2)cc1
  10	8	-1	2	1	-17	8	1	0
- Cc1cc(C)c(OCC(=O)Nc2ccc(N3CCOCC3)cc2)c(Br)c1
  5	16	-2	5	-7	18	30	1	-5
- CCCCC(C(=O)O)C(C)CC(=O)Nc1nncs1 (stereo not drawn)
  7	-13	-7	-1	-5	3	6	0.99	1
- N=C(N)SCc1nc2ccccc2c(=O)n1-c1ccccc1
  -9	14	-3	1	-1	-10	19	0.92	8
- Cc1nnc(SCC(=O)NNC(=O)c2ccc(Br)cc2)n1C
  7	-5	-7	-3	-4	-20	-2	1.1	-8
- CCC(=O)N1CCc2cc(S(=O)(=O)CCC(=O)Nc3cccc(C)n3)ccc21
  13	10	-6	0	-1	5	10	0.99	1
- C=CCN1C(=O)[C@]2(c3ccccc31)C1CCCC=C1C(C#N)=C(N)C2(C#N)C#N (stereo partly drawn)
  15	7	-8	4	0	-3	-6	0.94	6
- CNc1c([N+](=O)[O-])cnn1-c1ccc(F)cc1
  -5	-11	-6	0	0	-5	17	1.1	-6

Screening results deposited in PubChem by Sanford-Burnham Center for Chemical Genomics.
